CCT chaperon mod – changes cytosolic chaperonin activity. purified chaperonin ATPase assay, HTRF ADP detection, 30 min. activity change, % (test concentration not listed), hits read low. 0.3% of 360,000 active. AID 651819; in the data active means activity change below about -30%; further: on the % scale 0 is the no-effect control and ±100 the full control effect
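ATPase activity: ADP formed was measured by HTRF Transcreener (665/615 nm ratio) after 30 min at 37 deg C with 10 uM ATP. Compounds screened at one 76 uM concentration against 40 or 20 nM TRiC in Tris pH 7.4/KCl/MgCl2/DTT buffer.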
PTHR1 agonist – activates the human parathyroid hormone receptor PTHR1 | 0.075% of 410,000 active | Potency, µM (series often up to 115 µM), inactives show at the top dose activation, most hits filed as activators | Q03431 | HEK293 GP2 PTHR1 cells, GloSensor cAMP luminescence, 1 h; further: potency means the concentration at half of the fitted maximal effect; nearly all actives have a fitted effect of over 55% in size; some results filed as inactive show a strong effect at the top dose; inactives centre near -15; many of its hits are not listed in these tables
Target sequence (Q03431 whole entry, looked up): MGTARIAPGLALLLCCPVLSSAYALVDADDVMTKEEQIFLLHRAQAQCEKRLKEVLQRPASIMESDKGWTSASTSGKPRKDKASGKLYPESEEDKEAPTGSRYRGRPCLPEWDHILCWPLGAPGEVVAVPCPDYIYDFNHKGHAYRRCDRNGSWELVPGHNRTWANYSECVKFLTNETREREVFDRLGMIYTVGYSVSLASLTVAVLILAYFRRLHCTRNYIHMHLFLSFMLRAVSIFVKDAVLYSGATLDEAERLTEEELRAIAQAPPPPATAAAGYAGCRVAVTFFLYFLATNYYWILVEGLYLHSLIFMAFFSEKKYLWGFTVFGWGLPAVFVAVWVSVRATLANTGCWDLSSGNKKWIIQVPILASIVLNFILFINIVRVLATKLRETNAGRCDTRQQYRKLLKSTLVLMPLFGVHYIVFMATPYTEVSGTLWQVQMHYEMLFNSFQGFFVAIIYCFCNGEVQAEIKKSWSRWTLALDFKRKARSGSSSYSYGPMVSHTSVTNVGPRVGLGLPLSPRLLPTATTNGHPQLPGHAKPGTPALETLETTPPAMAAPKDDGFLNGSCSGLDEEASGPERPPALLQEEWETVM
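HEK-293-derived GP2 cells expressing PTHR1 and a GloSensor cAMP reporter, 3,000/well, plated overnight, given luciferin plus IBMX (each 0.5 mM as added) for 1 h at 37 °C, then compound for 1 h at 37 °C. Luminescence was read after 15 min at room temperature.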
D3 ag – activates the human D3 dopamine receptor. P35462. D3R DiscoveRx beta-arrestin cells, luminescence, 90 min. max activation, %. 0.58% of 410,000 active. AID 652048; in the data active means max activation above about 30%; further: 0% is about no effect; mostly tested at two doses, the higher about 12 µM
Target sequence (P35462 whole entry, looked up): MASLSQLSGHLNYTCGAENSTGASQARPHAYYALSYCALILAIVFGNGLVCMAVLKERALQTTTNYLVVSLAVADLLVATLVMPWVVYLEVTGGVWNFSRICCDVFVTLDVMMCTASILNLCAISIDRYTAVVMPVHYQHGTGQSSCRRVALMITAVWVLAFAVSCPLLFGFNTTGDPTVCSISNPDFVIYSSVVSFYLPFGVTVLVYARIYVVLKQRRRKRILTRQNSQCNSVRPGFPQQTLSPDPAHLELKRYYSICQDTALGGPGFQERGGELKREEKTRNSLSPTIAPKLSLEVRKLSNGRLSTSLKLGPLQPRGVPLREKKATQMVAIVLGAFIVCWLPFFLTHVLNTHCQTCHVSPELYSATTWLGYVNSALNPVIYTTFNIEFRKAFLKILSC
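Agonist-mode cell screen: cells plated at 1500/well and incubated overnight at 37 °C, then exposed to library compounds for 90 min at 37 °C. Detection reagent was added for 30–60 min at room temperature, and luminescence was read.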
MmCpn inh – inhibitors of Methanococcus maripaludis chaperonin (MmCpn). 0.031% of 330,000 active. purified Mm-Cpn ATPase, ADP Transcreener TR-FRET. AID 504842. Potency, µM (highest dose often 76.9 µM), for the others: at the highest dose activity, negative = inhibition, most hits filed as inhibitors; further: potency means the concentration at half of the fitted maximal effect; on the % scale 0 is the no-effect control and ±100 the full control effect; nearly all actives have a fitted effect of over 80% in size
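25 nM Mm-CPN + cpd, 10 min 37°C; + 10 uM ATP, 30 min 37°C; buffer 30 mM Tris pH 7.4, 100 mM KCl, 5 mM MgCl2, 1 mM DTT; Transcreener ADP HTRF detection 30 min RT.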
pAkt inh – Akt phosphorylation inhibition; 0.32% of 360,000 active; activity change, % for hits at 50 µM; Neuro2A IGF-stimulated pAkt S473 HTRF, 20 min; hits give low values; in the data active means activity change below about -80%; inconclusive means mostly about -51% to -80%; further: on the % scale 0 is the no-effect control and ±100 the full control effect
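Neuro2A cells (4,500/well, DMEM with 0.5% FBS) were treated with compound at a single 50 µM final concentration, stimulated with 6 nM IGF for 20 min at 37 °C, and lysed. Phospho-Akt Ser473 was read by HTRF as 665/615 ratio ×10^4.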
EPAC2 antagonist – EPAC2 (human) antagonism; Q8WZA2; EPAC2 GEF exchange of Rap1B-BODIPY-GDP, fluorescence; Potency, µM (titrated, usually from 114 µM), for inactives: top-dose activity, negative = inhibition, actives largely listed as inhibitors; 0.18% of 360,000 active; AID 720708; further: potency means the concentration at half of the fitted maximal effect; on the % scale 0 is the no-effect control and ±100 the full control effect; nearly all actives have a fitted effect of over 45% in size; many of its hits are not listed in these tables
D3 antag – blocks the human D3 dopamine receptor; P35462; D3R cells, DiscoveRx beta-arrestin luminescence, antagonist mode; hits give low values; max response, negative = inhibition, %; 2.5% of 360,000 active; AID 652054; in the data active means max response below about -50%; inconclusive means no clear call, values can overlap the other calls; further: on the % scale 0 is the no-effect control and ±100 the full control effect; mostly tested at two doses, the higher about 12 µM
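Cells expressing the human receptor were seeded at 1500 cells/well, incubated overnight at 37 degrees C in 5% CO2, then exposed to library compounds with dopamine controls for 90 minutes at 37 degrees C before luminescent detection.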
EPAC2 agonist – agonists of human EPAC2 (RAPGEF4) | EPAC2 activation, biochemical qHTS; response scale: 100% = 6.5 mM cAMP response | Potency, µM (titrated, usually from 154 µM), without a hit: top-dose activation, actives largely listed as activators | 0.079% of 360,000 active | AID 720711; further: potency means the concentration at half of the fitted maximal effect; nearly all actives have a fitted effect of over 50% in size
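Setup: EPAC2 100 nM, labeled Rap1B complex 250 nM, free GDP 50 uM. Compound titrations pinned in, brief spin, 5 min room temperature incubation. Kinetic fluorescence read over 30 min, normalized to 6.5 mM cAMP.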
An asterisk follows results filed as active; i = inactive; ? = inconclusive; . = no result given; [ ] = dose if it differs, or a comment. Unless noted, the call rests on the fitted dose curve; in most records, active means well fitted curve in the direction sought with a large enough effect; inconclusive means small, poorly fitted or top-dose-only effect, or another doubt; inactive means no such curve, though single readings can be large; an effect the other way counts as inactive or inconclusive. A portion of the library. The share of hits here may be higher or lower than overall.

SMILES | CCT chaperon mod | PTHR1 agonist | D3 ag | MmCpn inh | pAkt inh | EPAC2 antagonist | D3 antag | EPAC2 agonist
COc1cc(Cn2c3ccc(NC(=O)NCCc4ccccc4)cc3c(=O)n2C)ccc1F | -0.4 | -24% | 0 | . | i | -9% | -6 | 18%
Cc1nc(SCC(=O)NCc2ccc3c(c2)OCO3)nc(C)c1C | -4.7 | i | 2 | 2% | i | 2% | -1 | 9%
CCCC(=O)O[C@H]1C[C@@H](C)N(C(=O)c2ccccc2)c2ccc(C)cc21 | -0.4 | -79%[inhibitor] | 3 | 2% | i | -29% | -9 | -4%
O=C1CCCN1CCCNc1ncnc2c1cnn2-c1ccc(Cl)cc1 | -3.7 | -37%[inhibitor] | 2 | 0% | i | 8% | -1 | 3%
COC(=O)c1c(CSc2ccc(C)c(C)c2)noc1C(=O)NCc1ccc(OC)cc1 | 1.4 | -43%[inhibitor] | 8 | -2% | i | 1% | -16 | 14%
Cc1onc(-c2c(F)cccc2Cl)c1C(=O)Oc1ccccc1 | -0.4 | -6% | -2 | . | i | ? | ? | 17%
COCCCN1CN=C(NS(=O)(=O)c2ccc(C)cc2)NC1 | -1.3 | i | 5 | -1% | i | 2% | 11 | 9%
COc1cc2c(cc1OC)-c1cc(Nc3ccccc3C)nc(=O)n1CC2 | 0.6 | i | 11 | 0% | i | 2% | 10 | -6%
CC(=O)c1cccc(NC(=O)C2CCN(S(=O)(=O)c3ccc(F)cc3)CC2)c1 | -0.6 | i | -2 | -1% | i | -17% | -11 | -11%
O=C(NCc1cccs1)c1cc(-c2ccccc2)nn1CC1CC(c2cccnc2)=NO1 (centres undefined) | 0.2 | -2% | 9 | . | i | -7% | 15 | 12%
Cc1ccc(-c2[nH]c3cc(C(=O)NCCCn4ccnc4)ccc3c(=O)c2O)cc1 | -0.5 | i | 7 | -3% | i | 8% | -64* | 12%
Oc1cccc(C=NCc2ccccc2)c1 | -1.1 | -17% | 11 | 0% | i | 6% | -3 | -6%
CCOc1cc(CNCCc2c[nH]c3ccccc23)cc(Cl)c1OCC(N)=O | 0.7 | i | -16 | 3% | i | 12% | ? | 14%
CSc1nc(-c2ccccc2)nc(N2CCCC2)c1C(C)=O | -0.6 | i | 3 | . | i | -5% | 13 | 16%
COc1ccc(NC(=O)c2cccn(CC=C(C)C)c2=O)cc1 | -3.5 | -40%[inhibitor] | 5 | 1% | i | -6% | 4 | 1%

The list goes on.
SMILES | CCT chaperon mod | PTHR1 agonist | D3 ag | MmCpn inh | pAkt inh | EPAC2 antagonist | D3 antag | EPAC2 agonist
Cc1cccc(NC(=O)COC(=O)CC2CCCC2)c1C | 1.2 | i | 9 | 1% | i | -10% | 7 | 6%
Cc1cc(C(=O)N2CCCC(N3CCN(c4cccc(Cl)c4)CC3)C2)nn1C (centres undefined) | 1.4 | 1% | -7 | -1% | i | 23% | 6 | 3%
CCCn1c(=O)[nH]c(=O)c2c1nc(-c1ccc(OC)c(Br)c1)n2CCOC | -0.6 | -2% | 0 | 3% | i | 7% | 3 | 0%
CCOC(=O)N1CCC(NC(=O)c2cc(S(=O)(=O)N3CCCC3)cn2C)CC1 | -3.4 | i | 3 | -2% | i | -7% | -18 | 6%
O=C(c1cc(Cl)ccc1O)N1CCN(S(=O)(=O)Cc2ccccc2)CC1 | -1.0 | -26% | 1 | 1% | i | -7% | 6 | 1%
COc1ccccc1OCCn1cc(/C=N/n2cnnc2)c2ccccc21 | 1.6 | -23% | 0 | 3% | i | 3% | 5 | -1%
Cn1c(=O)c2c(ncn2CC(=O)Nc2nc3ccc(F)cc3s2)n(C)c1=O | -0.2 | i | 15 | -2% | -122%* | 11% | 5 | -6%
[O-][n+]1c2ccccc2c2n1CCCN=C2c1ccc(Cl)cc1 | -4.2 | i | 0 | -1% | i | 7% | -28 | 5%
COc1ccc(OC)c(NC(=O)COC(=O)/C=C/c2ccccc2Cl)c1 | 1.3 | i | -6 | 1% | i | 9% | 2 | 8%
CC(C)(C)n1nnnc1C(c1cccnc1)N1CCN(c2ccccc2)CC1 (centres undefined) | -1.8 | i | 1 | 3% | i | 5% | 10 | -3%
COc1ccccc1Nc1ccc(C(=O)O)cc1[N+](=O)[O-] | 1.4 | i | -17 | -4% | i | 5% | -59* | -4%
Cc1ccc(-n2c(-c3ccncc3)nnc2-c2ccco2)cc1 | -1.9 | i | 1 | -1% | i | 13% | -9 | 2%
CC(C)(CNC(=O)c1ccccc1NS(C)(=O)=O)N1CCCCC1 | 0.2 | 7% | -21 | -2% | i | 8% | -58* | 7%
COc1cc(/C=N/NC(=O)CNc2n[nH]c(=O)[nH]c2=O)ccc1OCc1ccccc1 | -0.6 | i | 8 | 2% | i | -5% | 0 | 1%
Cc1ccn(-c2n[nH]c(C)c2[N+](=O)[O-])n1 | -4.8 | i | -6 | 3% | i | 5% | 6 | 3%

Next section.
SMILES | CCT chaperon mod | PTHR1 agonist | D3 ag | MmCpn inh | pAkt inh | EPAC2 antagonist | D3 antag | EPAC2 agonist
COc1ccc(CN2CCN(CC=C(C)C)C(CCO)C2)cc1Cn1cccn1 (centres undefined) | -3.4 | i | -1 | 0% | i | 13% | 1 | 14%
CCCC(c1nnnn1CS(=O)(=O)c1ccc(C)cc1)N1CCC(C(N)=O)CC1 (centres undefined) | -1.5 | -8% | -4 | 5% | i | 1% | -10 | 7%
N#Cc1ccc(OCC(=O)N/N=C/C2CC=CCC2)cc1 (centres undefined) | -0.8 | -14% | -3 | 2% | i | -5% | 4 | -1%
CCc1nc2c(n1O)CCc1nonc1-2 | 0.6 | i | -15 | 0% | i | 13% | 16 | 7%
COc1ccc(-c2nc(N)n(S(=O)(=O)c3ccc(C)cc3)n2)cc1 | 1.8 | -45%[inhibitor] | 3 | -14% | i | -5% | 3 | 12%
Cc1ccc(CS(=O)(=O)c2ccc(C(=O)N3CCN(c4ccccn4)CC3)cc2[N+](=O)[O-])cc1 | -1.6 | -46%[inhibitor] | -8 | -3% | i | -7% | -17 | 11%
Cc1cc(-c2ccccc2)oc(=O)c1NC(=O)c1ccccc1 | 2.0 | -16% | 3 | 1% | i | -3% | 11 | 1%
CCOC(=O)c1ccc(NC(=O)N2CCN(Cc3ccccc3)CC2)cc1 | -3.7 | i | -10 | 0% | i | -10% | -7 | 7%
Cc1ccc(C)c(N2N=C(C(=O)OCc3nnc(-c4ccccc4Br)o3)CCC2=O)c1 | 2.7 | 7% | -4 | . | i | -2% | ? | 0%
O=C(CCSc1ccc(Cl)cc1)N1CCN(S(=O)(=O)c2ccccc2)CC1 | -4.6 | -19% | -11 | -1% | i | -2% | -28 | 7%
CN(C)S(=O)(=O)N1CCN(CC(=O)Nc2ccc(Br)cc2)CC1 | -2.6 | -17% | -15 | 1% | i | 10% | -10 | 10%
O=C1CCC(C(=O)N2CCC(CO)(Cc3ccc(Cl)cc3)CC2)=NN1 | -2.8 | -14% | 14 | -2% | i | -1% | -7 | -1%
O=C(Nc1ccc(S(=O)(=O)NC2=NCCCCC2)cc1)c1cc(F)c(F)cc1Cl | -0.2 | -8% | 4 | 1% | i | -26% | -1 | -5%
CC(Oc1ccc(Cl)cc1Cl)/C(N)=N/O (centres undefined) | 1.5 | -12% | -4 | 0% | i | -14% | -11 | 14%
CN1CCOc2ccc(S(=O)(=O)NCCc3ccc(Cl)cc3)cc21 | -0.3 | i | -15 | 0% | i | -19% | -28 | 1%

Other entries
SMILES | CCT chaperon mod | PTHR1 agonist | D3 ag | MmCpn inh | pAkt inh | EPAC2 antagonist | D3 antag | EPAC2 agonist
Cc1cc(NC(=O)CN2CCN(S(=O)(=O)c3ccc4ccccc4c3)CC2)no1 | 0.2 | -8%[57.5 µM] | -5 | 2% | i | 6% | 9 | 8%
Cc1noc(C)c1CN(C(=S)NC1CC2CCC1C2)c1ccccc1 (centres undefined) | -1.9 | -25% | -1 | -4% | i | -14% | 10 | 3%
Cc1cc(=O)oc2cc(OCC(=O)N3CCN(c4ccccc4)CC3)c(Cl)cc12 | 0.4 | i | 2 | 0% | i | -4% | 7 | -9%
Cc1cc(C)c(S(=O)(=O)Nc2ccccc2-c2ccccc2)c(C)c1 | -1.8 | -23% | -6 | 0% | i | ? | -9 | 4%
CCC1(CC)C(=O)C2=C3C1[C@H](C(=O)OC)C=C(C(=O)OC)C[C@H]3n1c(=O)n(-c3ccccc3)c(=O)n1[C@H]2C (some centres undefined) | -0.7 | -1% | 7 | . | i | -4% | 41 | 3%
O=C(COc1ccccc1Cl)NCCCNC(=O)c1ccncc1 | 1.3 | i | 4 | 1% | i | 4% | 3 | 6%
O=C(NC1CCCc2c1cnn2-c1ccc(F)cc1F)c1ccccc1N1CCOCC1 (centres undefined) | -1.1 | -45%[inhibitor] | 0 | -2% | i | -4% | -6 | 15%
CN(c1ccc(F)cc1)S(=O)(=O)c1ccc(Cl)c(C(=O)Nc2ccc3c(c2)CCC3)c1 | -1.0 | -23% | -10 | 0% | i | -2% | ? | 4%
Cc1cc2c(=O)[nH]c(N)nc2[nH]1 | -1.9 | i | 3 | . | i | 1% | 24 | 5%
CSc1nnc(Cn2c(=O)sc3ccccc32)n1-c1ccccc1C | -1.7 | 1% | -11 | . | i | -17% | ? | 8%
CCOP(=O)(Cc1ccc(C(C)(C)CC(C)=O)o1)OCC | 0.2 | i | 3 | 1% | i | 0% | -13 | 2%
C/C(=N\NC(=O)c1nnn(-c2nonc2N)c1-c1ccccc1)c1cccnc1 | -1.1 | i | -10 | 0% | i | -7% | 13 | 2%
COc1ccc(NC(=O)c2ccc(F)c(F)c2)c2ccccc12 | -23 | -1% | 12 | -1% | i | -1% | 8 | 1%
CC(C)COC(=O)N1C[C@H](O)C[C@H]1C(=O)Nc1ccc(Cl)cc1 | -3.8 | -21% | 5 | 0% | i | 5% | 0 | 4%
COc1cccc(C(=O)N2CCN(c3ccccn3)CC2)c1 | -2.7 | i | 8 | 0% | i | 5% | 16 | 8%
COc1ccc(C)cc1-n1c(SCC(=O)Nc2cc(C)on2)nc2sc(C)c(C)c2c1=O | 0.8 | i | 1 | -2% | i | -1% | 1 | 2%
